Screens from PubChem.
Growth percent in the NCI-60 one-dose screen (48 h, 10 µM unless noted): 100 = growth as untreated, 0 = no growth, -100 = all killed.
KM12: KM12 colon cancer cells; 82,000 compounds, 5% hits; AID 1794800
OVCAR-5: OVCAR-5 ovarian cancer. AID 1794783. 82,000 compounds, 2.9% hits
OVCAR-4: OVCAR-4 ovarian cancer cells. 80,000 compounds, 3.7% hits. AID 1794784
HCC-2998: HCC-2998 colon cancer. AID 1794799. 79,000 compounds, 4.7% hits
OVCAR-8: OVCAR-8 ovarian cancer. 81,000 compounds, 4.4% hits. AID 1794782
SW-620: SW-620 colon cancer | 82,000 compounds, 5.2% hits
DU-145: DU-145 prostate cancer. 81,000 compounds, 4.2% hits
PC-3: PC-3 prostate cancer cells | 80,000 compounds, 3.9% hits | AID 1794754
OVCAR-3: OVCAR-3 ovarian cancer. 79,000 compounds, 7% hits. AID 1794787
Active calls of the source: *; x = not tested or not shown; & = joins results of further samples. Rule for the calls: active = growth percent below 10; inactive = the rest.

nr	molecule	KM12	OVCAR-5	OVCAR-4	HCC-2998	OVCAR-8
1	COc1cccc(Cn2c(Oc3ccccc3)nc3c2c(=O)n(C)c(=O)n3C)c1	97.9	88.7	94.9	104.6	92.9
2	CCCCc1c(C)[nH]c(=S)[nH]c1=O	97.4&111.5	92.8&104.8	103.1&105.0	115.0&100.3	101.5&105.3
3	Cc1ccc(NC(=O)CSc2nnc(COc3cnc4ccccc4n3)o2)cc1	96.4	101.7	94.0	93.7	94.4
4	S=C(NNc1ccc(-c2ccccc2)nn1)Nc1ccccc1	99.7	96.3	98.6	105.5	100.5
5	Cc1sc2nc(NCCO)[nH]c(=O)c2c1C	101.0	105.1	109.3	100.7	92.6
6	CC(C)=CC(=O)N[C@H]1CC[C@]2(C)C3CC[C@]4(C)C(C(C)N(C)C)=CCC4C3CCC2[C@H]1O (stereo partly drawn)	23.2	100.9	7.8*	35.8	77.6
7	Cn1c2c(c3ccc(Cl)c(Cl)c31)C(CN)C(C)(C)NC2=O (stereo not drawn)	104.2	90.1	94.9	112.1	97.1
8	NS(=O)(=O)c1ccc(N2C(=O)/C(=C/c3ccc(F)cc3)N=C2c2ccccc2)cc1	95.6	100.0	96.7	101.1	88.8
9	CCOC(=O)c1c(N)sc2cc(OC(C)=O)c(Br)cc12	100.2	94.4	100.5	99.3	97.4
10	C#Cc1ccc(-n2c(/C=C/c3cccc(OC(F)(F)F)c3)nc3ncccc3c2=O)cc1	x	98.3	87.9	110.1	97.6

nr	SW-620	DU-145	PC-3	OVCAR-3
1	88.5	109.0	94.0	90.3
2	105.4&103.0	118.3&107.1	98.9	108.0&125.2
3	105.5	112.8	85.2	123.4
4	96.3	106.3	93.6	101.3
5	96.6	104.9	91.0	111.6
6	-23.5*	71.9	37.7	31.2
7	97.0	103.1	85.4	88.2
8	104.9	99.2	92.5	102.8
9	96.4	98.8	99.3	103.9
10	105.5	110.6	90.9	110.4

(list continues)
nr	molecule	KM12	OVCAR-5	OVCAR-4	HCC-2998	OVCAR-8
11	Cc1ccc(Cl)cc1NN	52.5	86.6	93.7	93.9	55.7
12	OC(CN1CCCCC1)c1ccc(Br)cc1 (stereo not drawn)	109.0	101.3	103.1	97.0	101.6
13	COc1ccc(C2=NN(c3ccccc3)C(c3sc(Cl)nc3Cl)C2)cc1 (stereo not drawn)	100.1	89.3	72.8	117.6	101.1
14	Cc1cn(C2CC(O)C(O)C(CO)O2)c(=O)[nH]c1=O (stereo not drawn)	102.0	106.0	98.5	95.5	104.5
15	O=C(c1ccc(Cl)cc1)C1[C@H](c2ccccc2Br)[C@@H](c2ccccc2)NC12C(=O)Nc1ccc(Br)cc12 (stereo partly drawn)	11.8	19.2	23.2	-13.2*	13.7
16	CC(=O)OCC1OC(n2ccc(=O)[nH]c2=O)C(OC(C)=O)C1OC(C)=O (stereo not drawn)	112.3	54.0	100.8	224.3	96.8
17	O=C(O)CCNC(=O)c1nc(-c2ccccc2)n(-c2ccc(F)cc2)n1	100.5	104.8	103.1	100.8	115.2
18	COc1ccc(C(=O)Nc2nc(-c3ccc(OC)cc3)cs2)cc1	105.8	94.8	98.8	109.7	98.9
19	O=S(=O)(c1ccc(F)cc1)N(CCCCCN(S(=O)(=O)c1ccc(F)cc1)S(=O)(=O)c1ccc(F)cc1)S(=O)(=O)c1ccc(F)cc1	103.7	x	101.4	103.7	102.6
20	CCN1C2CCC1/C(=C\c1ccc(OC)cc1)C1=C2[C@@H](c2ccc(OC)cc2)C(C#N)=C(N)O1 (stereo partly drawn)	88.1	93.0	74.8	91.1	91.4

nr	SW-620	DU-145	PC-3	OVCAR-3
11	60.8	97.1	65.7	94.3
12	95.5	115.3	94.6	107.4
13	94.4	81.9	95.7	105.0
14	104.9	108.1	89.8	114.8
15	7.3*	29.7	6.6*	-8.9*
16	103.5	120.4	101.7	112.8
17	108.4	105.4	102.0	106.8
18	100.2	110.4	93.0	112.3
19	95.9	111.6	77.7	106.3
20	97.0	91.9	83.5	86.8

Later entries:
nr	molecule	KM12	OVCAR-5	OVCAR-4	HCC-2998	OVCAR-8
21	Cn1ccn(CCCCCCn2ccn(C)c2=S)c1=S	104.2	101.3	95.8	104.9	101.6
22	CC(C)(C)CC(C)(C)Nc1c(-c2ccccc2)nc2cnccn12	99.2	90.6	90.2	99.0	94.4
23	COc1cc2c(c(OC)c1OC)C(=O)CC(c1cccc(C(=O)Nc3cccc(Br)c3)c1)O2 (stereo not drawn)	71.2	95.7	82.7	112.5	55.0
24	CN(C)c1ccc(/C=C/C(=O)c2ccccc2)cc1Br	79.9	110.3	93.9	97.3	102.4
25	CCCCCCCCCCOC(=O)c1ccc(Cl)cc1	113.1	110.9	98.8	107.5	108.1
26	COc1ccc2nc3cc(Cl)ccc3c(NCCCNC(C)=O)c2c1	30.7	39.1	49.2	50.3	26.8
27	CC/C=C\C/C=C\C/C=C\C/C=C\C/C=C\C/C=C\CCC(=O)CO[C@H]1O[C@@H](Oc2cc(O)cc(O)c2C(=O)CCc2ccc(O)cc2)[C@H](O)[C@@H](O)[C@@H]1O	90.7	94.3	117.8	103.5	118.4
28	O=C(Cc1ccc(/C=C/C(=O)c2ncccn2)cc1)Nc1ccccc1	100.0	106.0	105.1	91.1	102.4
29	O=C1/C(=C\c2cccn2C/C=C/c2ccccc2)c2ccccc2N1c1c(Cl)cccc1Cl	93.5	88.3	92.5	99.4	93.4
30	C=C(C)[C@@H]1CC[C@]2(C)[C@H](CC=C3[C@@H]4CC(C)(C)CC[C@]4(C(N)=O)CC[C@]32C)[C@@]1(C)CCC#N	20.7	47.0	20.0	44.7	26.5

nr	SW-620	DU-145	PC-3	OVCAR-3
21	99.4	119.3	97.4	105.5
22	103.8	109.4	78.9	100.2
23	95.4	87.0	59.1	87.7
24	92.9	90.7	82.8	92.5
25	107.3	109.6	93.9	110.4
26	27.0	29.4	39.6	45.8
27	94.7	99.2	96.9	89.2
28	91.0	105.6	105.7	108.7
29	95.1	103.1	71.1	93.8
30	22.1	42.1	-0.2*	23.5

Overlap with the part before: two compounds; new compounds follow.
nr	molecule	KM12	OVCAR-5	OVCAR-4	HCC-2998	OVCAR-8
29	O=C1/C(=C\c2cccn2C/C=C/c2ccccc2)c2ccccc2N1c1c(Cl)cccc1Cl	93.5	88.3	92.5	99.4	93.4
30	C=C(C)[C@@H]1CC[C@]2(C)[C@H](CC=C3[C@@H]4CC(C)(C)CC[C@]4(C(N)=O)CC[C@]32C)[C@@]1(C)CCC#N	20.7	47.0	20.0	44.7	26.5
31	O/N=C\c1cc(-c2ccc(F)cc2)on1	104.9	105.3	102.7	106.1	100.1
32	COc1ccc(C2=CCCCCC2)cc1OC	115.9	100.7	x	97.0	97.8
33	CC(=O)Nc1ccc(-c2cn(-c3cccc(C(=O)Nc4cc(CN5CCOCC5)cc(C(F)(F)F)c4)c3)nn2)cn1	-42.7*	-95.0*	-82.6*	-95.6*	-37.0*
34	CCCC(=O)Nc1ccc(OCC)cc1	107.8	109.0	105.3	109.9	107.9
35	O=c1n(CCn2cnn(-c3ccccc3)c2=O)cnn1-c1ccccc1	91.4	94.2	81.3	94.6	91.4
36	CC1=NN(c2cccc(Cl)c2)C(=O)/C1=C\c1cn(Cc2ccccc2)c2ccccc12	93.4	44.0	88.6	109.4	97.4
37	COc1ccc(/C=C/C(=O)c2nnn(-c3ccc(Br)cc3)c2C)cc1	96.9	98.5	100.0	106.6	99.7
38	COc1ccccc1Nc1nc(-c2cc3cccc(C(F)(F)F)c3oc2=O)cs1	3.9*	67.0	37.1	x	9.3*
39	CCOc1ccccc1N1C(=O)CC(Sc2ccccc2N)C1=O (stereo not drawn)	103.9	113.5	87.3	x	101.3
40	Clc1ccc2c(c1)N(c1ncnc3ccc(-c4cnc5[nH]ccc5c4)cc13)CC2	19.9	39.1	0.3*	43.7	27.9

nr	SW-620	DU-145	PC-3	OVCAR-3
29	95.1	103.1	71.1	93.8
30	22.1	42.1	-0.2*	23.5
31	102.1	112.4	98.4	107.8
32	107.4	115.2	94.9	121.9
33	-72.6*	-40.0*	-69.7*	-54.5*
34	104.5	113.6	97.3	110.2
35	97.0	101.5	91.2	97.1
36	93.2	104.0	84.7	95.7
37	101.7	100.1	90.4	x
38	24.0	7.0*	21.2	-21.7*
39	96.3	117.1	93.3	106.2
40	24.5	27.6	28.2	21.5

Continuation:
nr	molecule	KM12	OVCAR-5	OVCAR-4	HCC-2998	OVCAR-8
41	CN(C[C@H]1Cc2c(cccc2N2CCN3CCC[C@@H]3C2)CN1)[C@H]1CCCc2cccnc21	63.7	76.1	68.7	91.2	67.2
42	COc1ccc(/C=C2\SC(=O)N(/N=C/c3ccc(OC)cc3)C2=O)cc1	104.3	105.2	106.4	123.9	106.6
43	COc1cc(/C(C)=C(/c2ccc(O)cc2)c2ccc(Cl)cc2)ccc1F	86.8	103.0	89.1	105.5	88.3
44	N#Cc1c(-c2ccccc2)[nH]c(=S)n(N=O)c1=O	124.8	117.6	126.5	108.3	117.7
45	Cc1cccc(Nc2nc(-c3c(C)nc4ncccn34)cs2)c1	60.3	83.6	43.1	77.1	66.3
46	COc1ccc2[nH]cc(-c3noc(C(=O)c4cn(C)c5ccccc45)n3)c2c1	100.2	95.3	92.8	98.7	94.9
47	N#CCC(=O)OCCOC(=O)CC#N	103.2	108.4	110.5	124.1	104.8
48	Cc1ccc(CCC2CCCC2C2CC2)cc1C (stereo not drawn)	116.7	109.4	103.5	110.7	105.9
49	NS(=O)(=O)c1ccc(Nc2nc(N3CCOCC3)c3ncccc3n2)cc1	91.4	90.7	95.7	98.3	101.4
50	CC(=O)Nc1nc2[nH]ccc2c(=O)[nH]1	109.6	103.9	100.3	108.1	104.8

nr	SW-620	DU-145	PC-3	OVCAR-3
41	63.9	70.4	53.0	72.1
42	105.6	115.4	98.4	122.9
43	96.8	106.0	54.2	106.1
44	107.0	x	101.5	126.6
45	80.9	89.6	56.8	77.0
46	103.2	110.9	92.4	92.7
47	99.3	105.4	97.2	104.7
48	116.2	106.5	108.9	113.5
49	97.8	97.0	87.6	95.0
50	101.7	105.4	93.0	104.3

More results.
nr	molecule	KM12	OVCAR-5	OVCAR-4	HCC-2998	OVCAR-8
51	Cc1nn2c(c1Br)NC=C(C(=O)c1ccccc1O)C2C(C)C (stereo not drawn)	85.0	122.7	90.4	97.5	94.6
52	Nc1c(C(=O)Nc2ccccc2)sc2nc3c(cc12)C(=O)CCC3	19.9	59.9	x	21.9	39.9
53	O=C1CCC(c2ccccc2)CC1	113.8	104.9	101.2	x	99.9
54	O=C1c2ccccc2C23C(=C(c4cncnc4)c4ccccc42)CCCN13 (stereo not drawn)	96.6	96.5	93.3	103.4	104.3
55	CCCc1cc(-n2cc(-c3ccc(NS(C)(=O)=O)cc3)cn2)ccn1	60.7	102.6	36.5	80.6	77.1
56	O=c1cc[nH]c2c(Cl)c3nnn(OCc4ccc([N+](=O)[O-])cc4)c3cc12	104.5	108.8	97.2	120.8	101.8
57	NC(N)=N/N=C/c1cc([N+](=O)[O-])ccc1O	102.2	101.2	94.9	91.9	94.1
58	N#CC(C#N)N=Nc1ccccc1C(=O)O	109.5	105.0	101.4	103.1	111.8
59	COC(=O)c1c2c(c(C)[n+]([O-])c1C)C(=O)C=C(NCc1cccc(Cl)c1)C2=O	0.5*	-87.2*	x	-38.3*	-14.4*
60	CCC(C)[C@@H]1N[C@]2(C(=O)Nc3ccccc32)[C@@H](c2ccc(F)cc2)[C@@H]1C(=O)c1ccc(O)cc1 (stereo partly drawn)	90.5	97.3	82.9	84.4	93.5

nr	SW-620	DU-145	PC-3	OVCAR-3
51	95.7	108.5	72.4	75.2
52	27.2	0.6*	21.6	-19.4*
53	106.6	105.0	98.4	119.6
54	103.2	101.3	88.8	x
55	101.3	87.1	65.1	65.5
56	89.6	115.0	93.6	106.6
57	100.2	109.5	91.6	106.2
58	104.6	111.0	95.4	116.8
59	-31.4*	-98.3*	-1.7*	-35.7*
60	105.1	99.5	63.5	102.8

(further entries)
nr	molecule	KM12	OVCAR-5	OVCAR-4	HCC-2998	OVCAR-8
61	CC1=CCC2C1CC=C(C)C(CC[C@H]1[C@@](C)(O)CCC3OC(C)(C)[C@H](OC(=O)c4ccccc4)CC[C@@]31C)C2(C)C (stereo partly drawn)	98.9	100.5	71.5	97.9	87.4
62	CCCCCOC(=O)c1cccc(NC(=O)CNCC(C)C)c1	111.7	118.6	103.8	101.6	111.9
63	O=C1C[C@H](N2C(=O)CCC2=O)[C@H]2CO[C@@H]1O2	93.2	101.7	109.2	104.9	107.2
64	CCCC(=O)NNC(=O)CCC	112.3	107.4	117.2	106.1	101.5
65	Clc1c(-c2ccccc2)[nH]c2c1CCc1cnoc1-2	104.6	110.4	102.5	103.5	104.1
66	Nc1ccccc1/C=N\Nc1ccccc1	44.9	69.8	36.2	72.1	77.0
67	Cc1cc(=O)oc2cc(OC(=O)N(C(C)C)C(C)C)ccc12	98.9	92.0	96.5	113.6	95.3
68	O=C1/C(=C\c2cn(-c3ccccc3)nc2-c2ccc(Cl)cc2)CCc2ccccc21	99.6	102.3	94.1	105.9	102.3
69	CN1C(=O)N(C)C2Nn3c(s/c(=C\c4ccc(C(F)(F)F)cc4)c3=O)=NC21 (stereo not drawn)	99.7	103.2	101.8	113.2	108.3
70	COc1ccc(-c2cc(-c3cccs3)n(N=O)c(=O)c2C#N)cc1	109.1	94.4	100.3	111.8	97.4

nr	SW-620	DU-145	PC-3	OVCAR-3
61	80.0	106.2	26.2	72.8
62	105.9	114.7	98.8	116.1
63	104.7	100.1	103.9	103.7
64	102.2	108.8	106.3	113.3
65	106.1	112.4	97.8	110.5
66	68.5	88.7	70.6	87.2
67	98.2	108.3	99.9	100.1
68	99.2	107.4	106.8	104.3
69	101.0	109.0	104.0	105.6
70	112.3	119.1	104.2	122.6
